Bim-Bcl-XL – inhibitors of Bim-Bcl-XL interaction, human. Q07817. Bim peptide-Bcl-XL binding, bead flow cytometry, fluorescence. inhibition, % at 10 µM. actives 0.04% (n = 190,000). AID 1007
HRas wt GTP – human HRas wildtype GTP binding, change in either direction. P01112. GST-Ras wt beads, Bodipy-FL-GTP binding, flow cytometry; actives lie on both sides. GTP binding activity, % at 10 µM. actives 0.14% (n = 190,000);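 active = GTP binding activity at least 20% away from the 100% baseline, either lowered as inhibitor or raised as activator; inconclusive = flagged as likely green fluorescent, judged across all proteins in the well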;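 also: 0% = unlabeled GTP competition control and 100% = no-compound control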
Target sequence (P01112 whole entry, looked up): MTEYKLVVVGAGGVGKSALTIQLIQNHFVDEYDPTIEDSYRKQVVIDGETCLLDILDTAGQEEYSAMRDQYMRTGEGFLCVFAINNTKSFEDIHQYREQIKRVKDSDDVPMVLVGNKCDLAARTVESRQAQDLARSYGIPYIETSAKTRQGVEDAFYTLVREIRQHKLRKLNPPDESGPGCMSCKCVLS
Bim-Bcl-W – inhibitors of Bim-Bcl-W interaction, human; Q92843; bead-based flow cytometry, Bim peptide-Bcl-W binding; inhibition, % at 10 µM; actives 0.02% (n = 190,000);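 also: 0% = bound tracer without compound and 100% = peptide blocker; higher means less fluorescent Bim peptide bound to Bcl-W beads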
Target sequence (Q92843 whole entry, looked up): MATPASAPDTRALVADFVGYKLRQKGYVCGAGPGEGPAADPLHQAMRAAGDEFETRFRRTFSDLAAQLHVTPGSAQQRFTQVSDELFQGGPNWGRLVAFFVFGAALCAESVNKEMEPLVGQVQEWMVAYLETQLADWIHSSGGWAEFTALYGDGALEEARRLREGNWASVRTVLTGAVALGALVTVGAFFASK
Cdc42 wt – human Cdc42 wildtype GTP binding change, either direction. P60953. GST-Cdc42 beads, Bodipy-GTP binding, flow cytometry; actives lie on both sides. percent activity (GTP binding), % at 10 µM. actives 0.2% (n = 190,000). AID 761;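 active = percent activity GTP binding at least 20 points away from the 100% baseline, either down as inhibitor or up as activator; inconclusive = compound flagged as likely green fluorescent from well-wide comparison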;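 also: median bead fluorescence of bound Bodipy-FL-GTP at 100 nM; 0% = excess unlabeled GTP control and 100% = no compound control; below 100% means less GTP binding so inhibitor and above means activator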
Rab2A wt mod – changes GTP binding to wildtype dog Rab2A, up or down; actives 0.19% (n = 190,000); P61105; GST-Rab2 wt beads, Bodipy-GTP binding, flow cytometry; GTP binding activity, % at 10 µM;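 active = GTP binding activity at least 20 points away from 100%, either lowered or raised; inconclusive = signal likely due to the compound's own green fluorescence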;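 also: 0% = beads with excess unlabeled GTP and 100% = no-compound control corrected for plate trend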
Bim-Bfl-1 – inhibitors of Bim-Bfl-1 interaction, human. Q16548. Bead-based flow cytometry, Bim-Bfl-1 binding inhibition. inhibition, % at 10 µM. actives 0.12% (n = 190,000). AID 1008;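 also: 0% = wells without compound plus tracer and 100% = blocker peptide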
Bim-Bcl-B – disrupts Bim peptide binding to human Bcl-B; AID 951; Q9HD36; bead-based flow cytometry; actives 0.073% (n = 190,000); inhibition, % at 10 µM;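 also: 0% = tracer peptide without compound and 100% = reference inhibitor peptide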
Target sequence (Q9HD36 whole entry, looked up): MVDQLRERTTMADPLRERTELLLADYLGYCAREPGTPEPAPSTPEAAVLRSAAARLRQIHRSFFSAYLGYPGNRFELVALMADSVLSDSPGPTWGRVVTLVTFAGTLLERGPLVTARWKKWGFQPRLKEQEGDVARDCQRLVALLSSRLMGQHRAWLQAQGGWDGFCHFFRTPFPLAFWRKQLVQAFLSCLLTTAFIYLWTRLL
Rac1 mut GTP – human Rac1 activated mutant GTP binding change; P63000; GST-Rac1 activated beads, fluorescent GTP binding, flow cytometry; actives lie on both sides; 100% means binding = to untreated wells; percent activity (GTP binding), % at 10 µM; actives 0.11% (n = 190,000); AID 764;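 active = GTP binding at least 20 percentage points away from the 100% baseline, in either direction, so actives lie on both sides; inconclusive = Compound likely fluorescent itself, or too few beads counted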
Bim-Bcl-2 – disrupts Bim peptide binding to human Bcl-2. Bead-based flow cytometry, Bim peptide-Bcl-2 binding. actives 0.06% (n = 190,000). AID 950. P10415. inhibition, % at 10 µM; in the data active = inhibition above about 40%; inconclusive = no clear call, values can overlap the other calls;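 also: 0% = no compound wells with probe peptide and 100% = reference peptide inhibitor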
Target sequence (P10415 whole entry, looked up): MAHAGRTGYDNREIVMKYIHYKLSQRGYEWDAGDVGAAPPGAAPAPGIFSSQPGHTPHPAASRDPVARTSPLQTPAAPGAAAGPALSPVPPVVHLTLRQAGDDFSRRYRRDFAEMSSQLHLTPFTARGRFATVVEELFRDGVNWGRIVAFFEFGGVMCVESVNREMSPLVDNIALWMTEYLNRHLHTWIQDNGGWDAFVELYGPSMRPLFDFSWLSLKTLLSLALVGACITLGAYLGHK
Rac1 wt GTP bind – alters GTP binding to wildtype human Rac1. P63000. AID 757. GTP binding activity (% of control), % at 10 µM. actives 0.27% (n = 190,000). GST-Rac1 beads, fluorescent GTP binding, flow cytometry; actives lie on both sides; 0 = cold GTP competed, 100 = untreated;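 active = GTP binding activity at least 20 points away from the 100% control level, either lower or higher; inconclusive = compound flagged as likely green fluorescent, judged across all proteins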
Rab7 wt GTP bind – modulators of GTP binding to dog Rab7 wildtype GTPase | GST-Rab7 beads, fluorescent GTP binding, flow cytometry; actives lie on both sides; untreated = 100%, excess cold GTP = 0% | actives 0.055% (n = 190,000) | GTP binding activity (percent of control), % at 10 µM;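 active = fluorescent GTP binding to Rab7 beads changed by at least 20 points from the 100% baseline, either direction, mostly lower; inconclusive = compound itself probably fluorescent, or too few beads counted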;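 also: median green fluorescence of bound Bodipy-FL-GTP per Rab7 bead population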
Starred values were filed as active, the others as inactive; ? = inconclusive. Rule as the data show it, unless noted: active = inhibition above about 40%. Outcome played no part in choosing rows. About 0.62% of those tested had a hit in this group.

entry | SMILES | Bim-Bcl-XL | HRas wt GTP | Bim-Bcl-W | Cdc42 wt | Rab2A wt mod | Bim-Bfl-1 | Bim-Bcl-B | Rac1 mut GTP | Bim-Bcl-2 | Rac1 wt GTP bind | Rab7 wt GTP bind
1 | OCCn1c(SCCOc2ccccc2F)nc2ccccc21 | -6 | 101 | 3 | 99 | 101 | -12 | -5 | 94 | -6 | 101 | 102
2 | COc1cccc(-c2nnc3n2N=C(c2cc(OC)ccc2OC)CS3)c1 | 26 | 97 | 27 | 96 | 94 | 27 | 33 | 93 | 29 | 95 | 97
3 | O=C(COc1ccccc1[N+](=O)[O-])Nc1cc(Cl)ccc1C(=O)O | -1 | 85 | -1 | 80 | 83 | -4 | -4 | 79* | -5 | 87 | 92
4 | CCN(CC)S(=O)(=O)c1ccc(C(=O)Oc2cc(C)[nH]c(=O)c2[N+](=O)[O-])cc1 | 0 | 96 | -2 | 94 | 100 | 3 | 0 | 97 | 2 | 96 | 104
5 | CC1CCN(S(=O)(=O)c2ccc(Cl)cc2)CC1 | -2 | 102 | 2 | 101 | 103 | -9 | -2 | 100 | -8 | 104 | 104
6 | CSc1cccc(NC(=O)CN(C)S(=O)(=O)c2ccccc2)c1 | -2 | 101 | 2 | 103 | 101 | -11 | -7 | 100 | -11 | 104 | 102
7 | CCOC(=O)c1sc(=NC(=O)c2ccc(Cl)s2)n(C)c1C | 0 | 94 | 2 | 98 | 92 | -2 | -1 | 94 | -2 | 93 | 95
8 | O=C(NCc1ccco1)/C(=C/C=C\c1ccccc1)NC(=O)c1ccc(Br)o1 | -4 | 100 | -4 | 99 | 101 | -4 | -1 | 98 | -3 | 102 | 101
9 | COc1ccc(NC(=O)C2CC(=O)OC2(C)C)cc1 (stereo not given) | -8 | 98 | -4 | 102 | 102 | -14 | -10 | 99 | -10 | 104 | 99
10 | COc1ccccc1N(CC(=O)NCCSC(C)(C)C)S(C)(=O)=O | -2 | 104 | 1 | 107 | 102 | -6 | -2 | 103 | -2 | 110 | 103
11 | COc1ccccc1C(=O)NCCCNc1ccc([N+](=O)[O-])cc1 | -5 | 99 | 1 | 102 | 97 | 0 | -3 | 98 | 0 | 102 | 100
12 | CC(C)(C)C(=O)COC(=O)CNC(=O)c1ccc(Oc2ccccc2)cc1 | 3 | 104 | 0 | 103 | 102 | 3 | 0 | 98 | 2 | 106 | 104
13 | COc1ccc(C(=O)n2cnnc2N)cc1 | -7 | 103 | -4 | 102 | 101 | -20 | -10 | 99 | -13 | 106 | 102
14 | CCCCN(C(=O)CSc1nnc(Nc2ccccc2)s1)c1c(N)n(CCC)c(=O)[nH]c1=O | -2 | 100 | -2 | 95 | 99 | -2 | -2 | 99 | 0 | 102 | 98
15 | COc1ccc(Cc2nnc(NC(=O)c3c(-c4ccccc4)noc3C)s2)cc1OC | -3 | 100 | 2 | 99 | 101 | -6 | -11 | 99 | -10 | 104 | 98
16 | CCc1ccccc1NC(=S)N(CCN1CCOCC1)C1CCN(C(C)=O)CC1 | -5 | 96 | -5 | 94 | 103 | -1 | -4 | 96 | -2 | 96 | 111
17 | CSC(=NNC(=O)c1ccccc1O)SC | 1 | 101 | -1 | 102 | 100 | -9 | -5 | 100 | -4 | 103 | 99
18 | CCOc1ccc(N(CC(=O)NCc2ccc(F)cc2)S(=O)(=O)c2c(C)noc2C)cc1 | -8 | 99 | -1 | 99 | 97 | -5 | -5 | 98 | -2 | 104 | 100
19 | CCN1CCN(C(=O)CSCc2nc(-c3ccc(OC)c(OC)c3)oc2C)CC1 | -2 | 102 | 0 | 100 | 99 | -3 | -3 | 98 | -3 | 104 | 99
20 | CCN1CCN(c2nc(C)nc3c2sc(=S)n3C)CC1 | -5 | 101 | 4 | 102 | 101 | 14 | -21 | 100 | -1 | 105 | 98

5 entries out of the list, sorted by length of the SMILES, largest number first:
entry | SMILES | Bim-Bcl-XL | HRas wt GTP | Bim-Bcl-W | Cdc42 wt | Rab2A wt mod | Bim-Bfl-1 | Bim-Bcl-B | Rac1 mut GTP | Bim-Bcl-2 | Rac1 wt GTP bind | Rab7 wt GTP bind
14 | CCCCN(C(=O)CSc1nnc(Nc2ccccc2)s1)c1c(N)n(CCC)c(=O)[nH]c1=O | -2 | 100 | -2 | 95 | 99 | -2 | -2 | 99 | 0 | 102 | 98
11 | COc1ccccc1C(=O)NCCCNc1ccc([N+](=O)[O-])cc1 | -5 | 99 | 1 | 102 | 97 | 0 | -3 | 98 | 0 | 102 | 100
10 | COc1ccccc1N(CC(=O)NCCSC(C)(C)C)S(C)(=O)=O | -2 | 104 | 1 | 107 | 102 | -6 | -2 | 103 | -2 | 110 | 103
20 | CCN1CCN(c2nc(C)nc3c2sc(=S)n3C)CC1 | -5 | 101 | 4 | 102 | 101 | 14 | -21 | 100 | -1 | 105 | 98
1 | OCCn1c(SCCOc2ccccc2F)nc2ccccc21 | -6 | 101 | 3 | 99 | 101 | -12 | -5 | 94 | -6 | 101 | 102

Next section:
entry | SMILES | Bim-Bcl-XL | HRas wt GTP | Bim-Bcl-W | Cdc42 wt | Rab2A wt mod | Bim-Bfl-1 | Bim-Bcl-B | Rac1 mut GTP | Bim-Bcl-2 | Rac1 wt GTP bind | Rab7 wt GTP bind
21 | CC(CC(=O)O)CC(=O)Nc1ccc(S(N)(=O)=O)cc1 (stereo not given) | -2 | 97 | -1 | 99 | 96 | -1 | -2 | 95 | -2 | 97 | 95
22 | O=C(c1ccco1)N1N=C(c2cccs2)CC1c1ccco1 (stereo not given) | 0 | 95 | -1 | 94 | 93 | 3 | 4 | 95 | 0 | 95 | 93
23 | CCOC(=O)C(NC(C)=O)(OCc1ccc(F)cc1)C(F)(F)F (stereo not given) | 1 | 101 | 1 | 103 | 102 | -13 | -11 | 100 | -7 | 107 | 100
24 | Cc1c(C#N)c(SCC(N)=O)nc2c1CCCC2 | 0 | 95 | 4 | 98 | 96 | 0 | 5 | 94 | 0 | 96 | 97
25 | CCOC(=O)C(=O)C1=C(N2CCOCC2)/C(=C\c2cccc([N+](=O)[O-])c2)CC1 | -3 | 101 | 0 | 106 | 99 | -1 | -2 | 98 | -3 | 102 | 95
26 | Cc1ccc(S(=O)(=O)NCCC(=O)NC2CCCC2)cc1 | -6 | 96 | -7 | 99 | 98 | 0 | -4 | 97 | -5 | 98 | 97
27 | COc1ccc2occ(NC(C)=O)c2c1 | -8 | 96 | -2 | 97 | 97 | -19 | -8 | 97 | -8 | 100 | 98
28 | CC(=O)NCCc1ccc(S(=O)(=O)N(C)C2CCS(=O)(=O)C2)cc1 (stereo not given) | 4 | 102 | -1 | 103 | 101 | -8 | -5 | 99 | -4 | 102 | 102
29 | COc1cccc(/C=N/NC(=S)Nc2cccc(C(=O)O)c2)c1 | -3 | 89 | -1 | 94 | 91 | -4 | -8 | 91 | -2 | 87 | 91
30 | CN(Cc1n[nH]c(=S)n1C)S(=O)(=O)c1ccccc1 | 5 | 98 | 13 | 99 | 97 | -1 | 0 | 97 | -14 | 104 | 98
31 | COc1cc(CN(C(=S)NCC(=O)NC2CC2)C2CCCC2)cc(OC)c1OC | 1 | 101 | 2 | 101 | 98 | 0 | -10 | 98 | 0 | 105 | 101
32 | COC(=O)c1cc(C(=O)N2CCOCC2)cc([N+](=O)[O-])c1 | -4 | 99 | -3 | 100 | 101 | -4 | -6 | 99 | -2 | 103 | 104
33 | O=C(CN1C(=O)C2C3C=CC(C3)C2C1=O)NCc1ccccc1 (stereo not given) | 0 | 97 | 0 | 98 | 94 | 0 | 0 | 92 | -1 | 95 | 94
34 | CC(C)(C)NC(=O)CN(C(=O)C1(C)CC(=O)N=C2C=CC=CN21)C1CCCC1 (stereo not given) | 0 | 98 | -1 | 98 | 97 | 0 | -3 | 97 | -2 | 99 | 98
35 | CC(C)C1O/C(=N/C(=O)Nc2ccc(Cl)c(Cl)c2)NC1=O (stereo not given) | 0 | 99 | 0 | 101 | 96 | 0 | 0 | 100 | -3 | 103 | 95
36 | O=C(COC(=O)C1CCCO1)Nc1cccc(C(F)(F)F)c1 (stereo not given) | -9 | 101 | -3 | 101 | 99 | -20 | -8 | 101 | -8 | 106 | 98
37 | CCSc1nc(N)nc(-c2cccs2)c1C#N | -6 | 98 | 1 | 98 | 99 | -6 | -2 | 97 | -8 | 102 | 100
38 | COc1cc(S(=O)(=O)N2CCN(c3ccccc3F)CC2)ccc1Cl | -1 | 102 | -2 | 105 | 99 | 0 | 0 | 100 | 0 | 103 | 99
39 | CC(C)OC(=O)NCCOC(=O)Nc1ccc(Cl)cc1 | -5 | 95 | -4 | 100 | 97 | -8 | -5 | 93 | -6 | 100 | 99
40 | CC(C)n1c(NCc2c[nH]c3ccccc23)nc2ccccc21 | -5 | 101 | -1 | 102 | 98 | -17 | -11 | 100 | -12 | 106 | 99
41 | COC(=O)c1ccccc1NC(=O)c1cccs1 | -11 | 99 | -4 | 101 | 98 | -22 | -10 | 98 | -11 | 105 | 103
42 | CC1=C(C(=O)N2CCOCC2)C(c2cccc3ccccc23)NC(=S)N1 (stereo not given) | -18 | 98 | -12 | 102 | 100 | -4 | -53 | 103 | -11 | 102 | 98
43 | COc1cccc(/C(O)=C2/C(=O)C(=O)N(CCN3CCOCC3)C2c2cccs2)c1 (stereo not given) | 0 | 95 | 0 | 93 | 104 | 5 | 0 | 100 | 4 | 98 | 103
44 | CC1(C)N=C(c2ccc(Cl)cc2)C(=O)N1 | -2 | ? | 0 | ? | ? | -12 | -8 | ? | -8 | ? | ?
45 | CCCNC(=O)c1ccc(Cn2c(=S)[nH]c3c([nH]c4ccc(OC)cc43)c2=O)cc1 | -11 | 99 | -8 | 96 | 98 | -11 | -22 | 99 | -10 | 98 | 102
46 | Cc1nn(CC(=O)NCc2cccnc2)c(=O)c2ccccc12 | -1 | ? | -6 | ? | ? | -6 | 0 | ? | -4 | ? | ?
47 | O=C(O)CCC(=O)N1N=C(c2cccs2)CC1c1cn(-c2ccccc2)nc1-c1ccccc1 (stereo not given) | -2 | 103 | -3 | 99 | 104 | 3 | -1 | 101 | 4 | 108 | 102

Source: PubChem (NMMLSC)
